Compound activity deposited in PubChem by several laboratories.
RGS4 inh: inhibitors of human RGS4. P49798. HEK293 M3R/RGS4 inducible, Fluo-4 calcium flux; hits give high values; triggered by carbachol at its EC20. B-score at 10 µM. 310,000 compounds, 0.45% hits. AID 463165;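 active = B-score, a plate-corrected calcium signal, over three deviations above library mean, with baseline fluorescence within five deviations of library mean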;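 note: RGS4 expression induced by doxycycline in cells with stable M3 receptor; B-score is computed from the integrated fluorescence ratio over baseline after carbachol; higher B-score means a larger calcium signal and so more RGS4 inhibition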
Target sequence (P49798 whole entry, looked up): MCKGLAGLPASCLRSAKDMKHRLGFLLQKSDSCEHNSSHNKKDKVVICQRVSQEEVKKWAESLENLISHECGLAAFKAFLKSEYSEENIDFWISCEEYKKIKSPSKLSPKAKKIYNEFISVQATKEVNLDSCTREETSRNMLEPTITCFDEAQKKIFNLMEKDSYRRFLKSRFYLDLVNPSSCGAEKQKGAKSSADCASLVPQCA
KCNQ1 pot: potentiates or activates the human KCNQ1 potassium channel; 310,000 compounds, 0.35% hits; CHO-K1 KCNQ1, thallium flux FluxOR fluorescence; hits give high values; B-score at 10 µM; P51787; AID 2648;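 active = fluorescence ratio B-score, a plate-corrected score, at least three library SD, with initial intensity B-score within 5 SD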
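Schedule – 37 °C overnight plating, 90-min dark dye load, 20-min compound pretreatment · System – stable KCNQ1 CHO-K1 line · Probe or stimulus – thallium- and potassium-containing depolarizing buffer · Measured by – kinetic FluxOR fluorescence, 10 s baseline plus 110 s post-stimulus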
KCNK3 inh: human KCNK3 channel inhibition, primary screen | O14649 | CHO-KCNK3 thallium flux, FluxOR fluorescence; hits give low values | B-score at 10 µM | 340,000 compounds, 0.84% hits | AID 602410;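 active = B-score under library mean minus 4 SD, starting fluorescence ratio at most library mean plus 5 SD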;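 note: more negative B-score means stronger inhibition of thallium flux through KCNK3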
Target sequence (O14649 whole entry, looked up): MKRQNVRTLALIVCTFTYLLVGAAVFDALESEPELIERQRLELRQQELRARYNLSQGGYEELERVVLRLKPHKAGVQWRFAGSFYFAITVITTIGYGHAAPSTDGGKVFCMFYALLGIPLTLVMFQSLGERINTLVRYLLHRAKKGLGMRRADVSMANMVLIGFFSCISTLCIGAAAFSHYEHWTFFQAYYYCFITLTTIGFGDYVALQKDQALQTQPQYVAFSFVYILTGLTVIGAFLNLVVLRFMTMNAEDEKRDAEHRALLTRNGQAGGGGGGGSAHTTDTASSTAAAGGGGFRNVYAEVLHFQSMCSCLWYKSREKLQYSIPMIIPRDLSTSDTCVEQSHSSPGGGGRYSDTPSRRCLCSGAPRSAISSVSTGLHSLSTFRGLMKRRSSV
GSK3beta inhib: inhibitors of human GSK3beta kinase; GST-GSK3beta kinase, ADP-Glo luminescence, 60 min; hits give low values; activity score (negative = inhibition), % at 10 µM; 300,000 compounds, 0.038% hits; AID 2097;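 active = more than half of replicate wells score below -50%, meaning over 50% inhibition versus plate controls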;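 note: 0% = median DMSO wells and -100% = median GW8510 positive control wells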
Target sequence (P49841 whole entry, looked up): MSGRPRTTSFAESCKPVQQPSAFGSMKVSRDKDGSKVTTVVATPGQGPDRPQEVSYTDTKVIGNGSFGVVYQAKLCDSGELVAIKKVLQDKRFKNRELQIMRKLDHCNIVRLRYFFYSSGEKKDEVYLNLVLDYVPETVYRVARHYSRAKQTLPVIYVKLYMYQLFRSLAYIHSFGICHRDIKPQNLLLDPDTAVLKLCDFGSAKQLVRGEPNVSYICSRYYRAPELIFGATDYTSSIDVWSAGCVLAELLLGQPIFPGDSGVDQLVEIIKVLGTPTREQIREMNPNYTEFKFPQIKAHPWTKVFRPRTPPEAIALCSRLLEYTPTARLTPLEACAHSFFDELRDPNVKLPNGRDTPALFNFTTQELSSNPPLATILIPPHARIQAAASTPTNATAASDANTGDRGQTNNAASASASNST
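Test system – GST-tagged human GSK3beta kinase, cell-free · Incubation – 60 min enzyme reaction, room temperature · Signal – ADP-Glo luminescence · Also added – peptide substrate and ATP at 25 µM · Controls – DMSO neutral wells and GW8510 at 20 µM as positive · Buffer or medium – Tris/MgCl2 kinase buffer · Measure – Luminescence-derived activity versus plate DMSO and GW8510 wells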
PolyA inhibitor: yeast polyadenylation inhibition. S. cerevisiae SKY197-pL101 polyadenylation reporter, beta-gal luminescence; efflux-impaired pdr1/pdr3 knockout yeast; score 100 = 6 SD above DMSO. 300,000 compounds, 0.02% hits. calls only at 12 µM. AID 1875;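 active = lowest replicate activity score at least 50, where 100 means six control SD above control mean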;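 note: yeast exposed to compound for 9 h at 30 °C; higher score means more reporter readthrough which indicates perturbed polyadenylation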
KCNQ1 inh: human KCNQ1 channel inhibition. 310,000 compounds, 1.3% hits. B-score at 10 µM. P51787. AID 2642. CHO-K1 KCNQ1, FluxOR thallium flux fluorescence; hits give high values;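 active = compounds whose thallium flux B-score, printed positive for inhibition, exceeds three library SD while starting fluorescence stays within three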;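 note: channel opened by potassium depolarization with thallium stimulus after 20 min compound exposure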
hERG protect: compounds protecting human hERG from proarrhythmic drug block; activation (rescue from dofetilide block), less the hit threshold, % at 10 µM; CHO-hERG, FluxOR thallium flux, dofetilide IC70 present; Q12809; 310,000 compounds, 0.51% hits;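 active = activation above the mean of controls blocked by dofetilide plus 5 SD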;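 note: thallium influx through hERG after potassium depolarization seen as dye fluorescence rise; in these data hits start at about 4.7%; inactives centre near -7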
KCNK9 block: blocks the human KCNK9 two-pore domain potassium channel | Q9NPC2 | HEK293 KCNK9, FluxOR thallium flux fluorescence; hits give low values | B-score at 10 µM | 310,000 compounds, 1.2% hits;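 active = ratio B-score over 3 SD below the library mean, with starting fluorescence within 5 SD of its mean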;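 note: negative B-score means less thallium flux so channel inhibition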
GSK3A inh: blocks human GSK-3 alpha kinase; P49840; ADP-Glo luminescence, 60 min; inhibition, % at 10 µM; 320,000 compounds, 0.1% hits; AID 2650;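 in the data active = inhibition above about 50%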;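 note: GST-tagged GSK-3 alpha with peptide substrate and 25 µM ATP; 0% = DMSO neutral wells and 100% = GW8510 positive control wells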
Dyrk1A ADPGlo: Dyrk1A (rat) kinase inhibition; inhibition, % at 12.5 µM; ADP-Glo luminescence, NFATc1 peptide; Q63470; 310,000 compounds, 0.43% hits; in the data active = inhibition above about 50%;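 note: plate controls were vehicle with enzyme for no effect and no enzyme for full effect; many of its hits are not listed in these tables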
RGS4 act: RGS4 potentiation or activation; AID 463111; HEK293 M3R/inducible RGS4, carbachol calcium flux Fluo4; hits give low values; 310,000 compounds, 0.92% hits; B-score at 10 µM;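 active = B-score of the integrated calcium signal more than 4 SD below the library mean, with starting fluorescence not abnormally high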;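 note: negative B-score means reduced calcium response which marks RGS4 activation or potentiation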
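Reagent: ECmax carbachol challenge; Test system: M3R-expressing HEK293 line, RGS4 induced by doxycycline; Schedule: overnight RGS4 induction, 30 min dye load 37 °C, 20 min compound RT; Detection: calcium dye Fluo4 fluorescence; Read-out: Agonist-evoked peak-minus-minimum fluorescence over baseline, integrated ratio, B score.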
Numbers without * were called inactive; i = inactive; · = no result given. The list is partial (hit frequency here may not be typical).

no.	Compound	RGS4 inh	KCNQ1 pot	KCNK3 inh	GSK3beta inhib	PolyA inhibitor	KCNQ1 inh	hERG protect	KCNK9 block	GSK3A inh	Dyrk1A ADPGlo	RGS4 act
1	O=C(O)CC(C(=O)OC1CCCCC1)N1CCOCC1 (stereo not drawn)	i	i	i	7	i	i	-3	i	7	3	i
2	CCOC(=O)COc1ccsc1C(=O)OC	i	i	i	3	i	i	-10	i	8	-9	i
3	CC(=O)c1cccc(NC(=O)Cn2cnc(S(=O)(=O)N3CCCC3)c2)c1	i	i	i	-2	i	i	-5	i	-4	-1	i
4	CCOC(=O)C(NC(=O)c1ccccc1)(N1CCOCC1)C(F)(F)F (stereo not drawn)	i	i	i	2	i	i	-3	i	1	-6	i
5	O=C(NC(=S)Nc1nc(-c2cccc([N+](=O)[O-])c2)cs1)c1cc(Cl)ccc1Cl	i	i	i	-2	i	i	2	i	-4	8	i
6	O=C(CCN1C(=O)/C(=C\C=C\c2ccccc2)SC1=S)Nc1ccc(C(=O)O)cc1	i	i	i	3	i	i	1	i	-1	-4	i
7	CN1C(=O)C(CC(=O)Nc2ccc(F)cc2)N(Cc2ccco2)C1=S (stereo not drawn)	i	i	i	6	i	i	-5	i	6	5	i
8	CC(C)(C)n1nnnc1C(c1ccc(C(F)(F)F)cc1)N(Cc1ccccc1)Cc1ccco1 (stereo not drawn)	i	i	i	9	i	6*	-4	-11*	-1	-1	i
9	C=CCc1cc(/C=C2/NC(=O)N(CC(=O)OC)C2=O)cc(OC)c1O	i	i	i	1	i	i	-6	i	3	-3	i
10	N/C(=N\OC(=O)c1ccccc1Cl)c1ccc(Cl)cc1	·	·	i	0	i	·	·	·	3	-6	·
11	Nc1ccccc1-c1nc2ccccc2s1	i	i	i	-2	i	i	-9	i	-2	3	i
12	CSc1cccc(CNC(=O)CC2C(=O)NCCN2CC(C)(C)C)c1 (stereo not drawn)	i	i	i	-1	i	i	-6	i	-2	-3	i
13	CCOc1ccc(N(CC(=O)Nc2ccccc2C)S(=O)(=O)c2c(C)[nH]c(=O)[nH]c2=O)cc1	i	i	i	3	i	i	-12	i	-4	-5	i
14	COC(=O)C(CSCc1ccccc1)NC(=O)CSc1nc(C)cc(=O)[nH]1 (stereo not drawn)	i	i	i	1	i	i	-3	i	-2	-3	i
15	Cc1ccc(S(=O)(=O)N(C)C)cc1NC(=S)N1CCc2ccccc21	i	i	i	0	i	i	-8	i	·	·	i
16	Nc1cc([N+](=O)[O-])ccc1Nc1ccc(O)cc1	i	i	i	0	i	i	-16	i	2	·	i
17	COC(=O)[C@H]1C[C@@H]1[C@H](NS(=O)(=O)c1ccc2ccccc2c1)c1ccccc1	i	i	i	-1	i	i	-8	i	0	-6	i
18	CC(=O)c1ccc(N2CCN(S(=O)(=O)c3cccc(S(=O)(=O)N4CCOCC4)c3)CC2)cc1	i	i	i	1	i	i	-8	i	-2	-2	i
19	Nc1ncnc(N2CCc3ccccc32)c1[N+](=O)[O-]	i	i	i	-4	i	i	-9	i	1	·	i
20	N#Cc1c(Sc2ncc(C(F)(F)F)cc2Cl)nsc1C/C=N\OCc1ccccc1Br	i	i	i	2	i	i	-15	i	-1	-3	i
21	CCOc1ccc(C(=O)/C=C/c2ccc(OC)c(OC)c2)cc1	i	i	i	2	i	i	-8	i	0	·	i
22	COc1ccccc1N1CCN(C(=O)c2cc3c(s2)CCCCC3)CC1	i	i	i	2	·	i	-12	i	1	-8	i
23	O=C(Cc1c(Sc2ccccc2)c2ccccc2n1Cc1ccccc1)NCCO	i	i	i	2	i	i	-1	i	0	-2	i
24	CCCCOc1ccc(N2C(N)=NC(N)=NC23CCCCC3)cc1	i	i	i	-8	i	i	-2	i	1	-3	i
25	CC(SC1=NCCS1)C(=O)Nc1nnc(-c2ccc(Br)cc2)s1 (stereo not drawn)	i	i	i	-1	i	i	-6	-18*	-2	1	i
26	Cn1ncc([N+](=O)[O-])c1C(=O)N/N=C/c1cccc([N+](=O)[O-])c1	i	i	i	-1	i	i	-2	i	0	1	i
27	O=C(NCc1csc(-c2cccs2)n1)C1CC1	i	i	i	-1	i	i	-9	i	0	-3	i
28	Cc1ccccc1NCc1ccc(O)c2ncccc12	i	i	i	0	i	i	-2	i	0	7	i
29	O=C(CN1CCN(CC(=O)Nc2ccc(Cl)cc2)CC1)Nc1ccc(F)cc1	i	i	i	0	i	i	-14	i	0	1	i
30	Cc1ccc(N(CC(=O)N/N=C/c2ccc(OCC(N)=O)cc2)S(C)(=O)=O)cc1Cl	i	i	i	0	i	i	-9	i	1	0	i
31	Cc1ccccc1NS(=O)(=O)c1ccc2c(c1)n(C)c(=O)n2C	i	i	i	-3	i	i	-11	i	-1	8	i
32	Cc1c(C#N)c(N=CN(C)C)c(C(=O)c2ccc(Br)cc2)n1-c1ccccc1	i	i	i	-2	i	i	-5	i	-1	6	i

KCNK9 block, hit marks shown above.
| item | SMILES | RGS4 inh | KCNQ1 pot | KCNK3 inh | GSK3beta inhib | PolyA inhibitor | KCNQ1 inh | KCNK9 block | GSK3A inh | Dyrk1A ADPGlo |
| --- | --- | --- | --- | --- | --- | --- | --- | --- | --- | --- |
| 8 | CC(C)(C)n1nnnc1C(c1ccc(C(F)(F)F)cc1)N(Cc1ccccc1)Cc1ccco1 (stereo not drawn) | i | i | i | 9 | i | 6* | -11* | -1 | -1 |
| 25 | CC(SC1=NCCS1)C(=O)Nc1nnc(-c2ccc(Br)cc2)s1 (stereo not drawn) | i | i | i | -1 | i | i | -18* | -2 | 1 |

The list continues.
no.	Compound	RGS4 inh	KCNQ1 pot	KCNK3 inh	GSK3beta inhib	PolyA inhibitor	KCNQ1 inh	hERG protect	KCNK9 block	GSK3A inh	Dyrk1A ADPGlo	RGS4 act
33	O=C(Nc1ccc(F)cc1)OCCOc1ccc([N+](=O)[O-])cc1	i	i	i	1	i	i	-8	i	0	5	i
34	CS(=O)(=O)c1ccc2nc(NC(=O)c3ccc(NS(=O)(=O)c4cccc([N+](=O)[O-])c4)cc3)sc2c1	i	i	i	4	i	i	-13	i	-1	5	i
35	COc1ccc(Cl)cc1S(=O)(=O)Nc1ccc2c(c1)n(C)c(=O)n2C	i	i	i	0	i	i	-9	i	-2	1	i
36	COc1ccc(CCNS(=O)(=O)c2ccc(Br)cc2)cc1OC	i	i	i	2	i	i	-11	i	-2	2	i
37	CC(C)CC(COCc1ccc(Cl)cc1)N1CCN(C(=O)c2ccc(Cl)cc2Cl)CCC1=O (stereo not drawn)	i	i	i	0	i	i	-10	i	·	7	i
38	Cc1ccccc1-c1noc(-c2cccs2)n1	i	i	i	0	i	i	-2	i	-2	6	i
39	CCOC(=O)c1ccc(Nc2nc(N3CCOCC3)nc(N3CCOCC3)n2)cc1	i	i	i	0	i	i	-2	i	6	6	i
40	COc1cccc(/C=N/n2cnc3c(cnn3-c3ccccc3)c2=O)c1	i	i	i	2	i	i	-4	i	-1	·	i
41	CCn1c(COc2ccc(C)cc2)nnc1SCC(=O)Nc1ccc2c(c1)OCCO2	i	i	i	-2	i	i	-6	i	1	1	i
42	O=C(NCc1cccnc1)Nc1cccc(C(F)(F)F)c1	i	i	i	3	i	i	-10	i	-1	8	i
43	COc1cc(C2C(S(=O)(=O)c3ccccc3)CON2C)ccc1OCc1ccc(F)cc1 (stereo not drawn)	i	i	·	2	i	i	-8	i	-3	·	i
44	CCCc1cc(CN(C)C(=O)CC2C(=O)NCCN2Cc2ccccc2C)[nH]n1 (stereo not drawn)	i	i	i	1	i	i	-7	i	0	0	i
45	O=C(CN1CCN(CC(=O)Nc2ccccc2C(F)(F)F)CC1)Nc1ccccc1F	i	i	i	4	i	i	-4	i	-1	3	i
46	COc1ccc(CC(=O)Nc2ccc(S(=O)(=O)Nc3cc(C)on3)cc2)cc1OC	i	i	i	14	i	i	-12	i	2	0	i
47	Cc1cc(OCC(=O)Nc2cccnc2)c2c(C)cc(=O)oc2c1	i	i	i	2	i	i	-11	i	-7	1	i
48	CC1(C)CC(CC(=O)Nc2ccccc2[N+](=O)[O-])C(=O)O1 (stereo not drawn)	i	i	i	-1	i	i	-4	i	-1	-5	i
49	O=C(CSCc1cc(=O)n2nc(C3CC3)sc2n1)Nc1ccccc1Cl	i	i	i	2	i	i	-7	i	-2	-4	i
50	CN1CN=C(NS(=O)(=O)c2ccc([N+](=O)[O-])cc2)NC1	i	i	i	-4	i	i	-8	i	0	14	i
51	COCCN(C(=S)Nc1cc(C)cc(C)c1)C(C)c1cccs1 (stereo not drawn)	i	i	i	-1	i	i	-4	i	-1	·	i
52	CC(C)n1cnc2cc(NCc3ccccn3)ccc21	i	i	i	1	i	i	-8	i	·	4	i
53	COc1cccc(NC(=O)COC(=O)Cc2ccc(Br)cc2)c1	i	i	i	3	i	i	-6	i	-2	·	i
54	Cc1ccc(-c2nc(SC(C)C(=O)N3CCOCC3)n[nH]2)cc1 (stereo not drawn)	i	i	i	4	i	i	-5	i	-1	2	i
55	COc1ccc(NC(=O)N2CCCC2C(=O)NCc2ccccc2Cl)cc1 (stereo not drawn)	i	i	i	-1	i	i	-4	i	-1	15	i
56	CC(CCc1ccccc1)NC(=O)Cc1cccs1 (stereo not drawn)	i	i	i	7	i	i	3	i	1	·	i
57	COc1ccc2c(c1)C(=O)CC(c1ccc3c(c1)OCCO3)O2 (stereo not drawn)	i	i	i	-1	i	i	-5	i	0	2	i
